Screening data (PubChem)
IDH1 R132H inh – human IDH1 R132H inhibition | 390,000 compounds, 0.093% hits | O75874 | IDH1-R132H enzyme, NADPH consumption, diaphorase/resazurin fluorescence | Potency, µM (doses to about 76.6 µM), without a hit: at the highest dose activity change, negative = inhibition, hits mostly inhibitors; note: potency is the fitted concentration of half-maximal effect; % is set by controls: 0 for no effect and ±100 for the full control effect; nearly all actives have a fitted effect of over 65% in size
Target sequence (O75874 whole entry R132H, stated change not applied): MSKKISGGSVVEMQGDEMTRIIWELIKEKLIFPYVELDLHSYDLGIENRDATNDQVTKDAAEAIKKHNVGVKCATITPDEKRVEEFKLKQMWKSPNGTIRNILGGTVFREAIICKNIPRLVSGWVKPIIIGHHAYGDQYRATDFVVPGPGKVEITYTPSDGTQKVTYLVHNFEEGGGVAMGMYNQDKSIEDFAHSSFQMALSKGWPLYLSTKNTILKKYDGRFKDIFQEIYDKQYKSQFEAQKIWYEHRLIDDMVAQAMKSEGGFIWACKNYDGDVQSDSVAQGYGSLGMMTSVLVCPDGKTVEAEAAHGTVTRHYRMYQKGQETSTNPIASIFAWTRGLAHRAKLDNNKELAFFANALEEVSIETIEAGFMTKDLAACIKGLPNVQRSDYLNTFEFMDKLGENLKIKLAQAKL
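IDH1-R132H (0.5 ug/mL) preincubated 30 min with compound, then NADPH (0.016 mM) and alpha-KG (2 mM) added; 80 min at RT, pH 7.5. Remaining NADPH coupled via diaphorase/resazurin to fluorescence (540/590 nm); concentration-response curves normalized to no-enzyme control.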
PI4K2A block – inhibitors of human PI4K2A; Q9BTU6; purified PI4K2A, ADP-Glo luminescence, 1 h; hits give low values; activity change, negative = inhibition, % at 76.9 µM; 420,000 compounds, 0.13% hits; AID 1346378; in the data active = activity change below about -50%; inconclusive = mostly about -30% to -49%;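 note: -100% = wells without enzyme as full effect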
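ADP-Glo luminescence measured ADP generated by PI4K2A enzyme (4 ug/mL before mixing) with 1.2 mM PI substrate (pre-mix) and 300 microM ATP (pre-mix). Tris pH7.5 buffer with MgCl2, Triton X-100; 1 h reaction at ambient temperature.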
rTrxR1 inhibitor – blocks rat thioredoxin reductase 1; recombinant rTrxR1, NADPH fluorescence consumption, selenite substrate; Potency, µM (doses to about 114 µM), without a hit: at the top dose activity change, negative = inhibition, hits mostly inhibitors; 390,000 compounds, 1% hits; note: potency is the fitted concentration of half-maximal effect; % is set by controls: 0 for no effect and ±100 for the full control effect; nearly all actives have a fitted effect of over 65% in size
Target sequence (O89049 whole entry, looked up): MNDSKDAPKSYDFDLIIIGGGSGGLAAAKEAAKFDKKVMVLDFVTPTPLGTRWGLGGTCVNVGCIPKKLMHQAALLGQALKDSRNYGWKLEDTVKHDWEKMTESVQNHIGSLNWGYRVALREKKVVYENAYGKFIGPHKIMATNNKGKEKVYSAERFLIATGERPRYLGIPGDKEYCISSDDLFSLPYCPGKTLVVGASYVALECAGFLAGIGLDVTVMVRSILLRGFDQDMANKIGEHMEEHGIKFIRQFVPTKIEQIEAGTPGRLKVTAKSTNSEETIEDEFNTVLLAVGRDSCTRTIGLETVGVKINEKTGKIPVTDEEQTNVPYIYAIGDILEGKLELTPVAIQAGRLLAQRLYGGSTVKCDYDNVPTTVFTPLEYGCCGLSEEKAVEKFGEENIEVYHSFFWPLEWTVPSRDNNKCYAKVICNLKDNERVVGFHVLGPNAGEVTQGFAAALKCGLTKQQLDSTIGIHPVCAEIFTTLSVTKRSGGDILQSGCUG
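Rat TrxR1 (90 nM in the dispensed reagent) was pre-reduced with 400 uM NADPH for 5 min at room temperature, then incubated with compound for 15 min. After 400 uM selenite was added, NADPH fluorescence (Ex 340/Em 450 nm) was followed for 8 min.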
Pin1 inhibitor – blocks the human prolyl isomerase Pin1 | Q13526 | Pin1 FP peptide displacement, HiFluor488, 10 min | Potency, µM (series often up to 115 µM), for the others: at the highest dose activity, negative = inhibition, actives largely listed as inhibitors | 390,000 compounds, 0.009% hits; active = well fitted inhibition curve with a large enough effect in the polarisation, with a control signal flat, not every such curve was filed as active; inconclusive = small, poorly fitted or top-dose-only effect, or effect the other way, or a change in a side signal; inactive = no such curve, though single readings can be large or run the other way; the % refers to the polarisation; note: potency is the fitted concentration of half-maximal effect; % is set by controls: 0 for no effect and ±100 for the full control effect
Target sequence (Q13526 whole entry, looked up): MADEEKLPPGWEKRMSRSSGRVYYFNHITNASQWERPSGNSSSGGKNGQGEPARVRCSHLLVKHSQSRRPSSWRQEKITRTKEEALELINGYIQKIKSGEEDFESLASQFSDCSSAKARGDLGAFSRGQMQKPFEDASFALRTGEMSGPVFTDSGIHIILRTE
USP1 inh – blocks the human USP1/UAF1 deubiquitinase complex. recombinant USP1/UAF1, Ub-Rhodamine cleavage fluorescence. Potency, µM (series often up to 57.1 µM), for inactives: at the top dose activity change, negative = inhibition, most hits filed as inhibitors. O94782. 390,000 compounds, 0.23% hits; note: potency is the fitted concentration of half-maximal effect; % is set by controls: 0 for no effect and ±100 for the full control effect; nearly all actives have a fitted effect of over 60% in size; inactives centre near -12
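High-throughput fluorogenic screen: 1nM USP1/UAF1 complex, Ub-Rho substrate 150nM final, 50mM HEPES pH 7.8 with 0.5mM EDTA, 0.1 mg/ml BSA, 1mM TCEP and 0.01% Tween-20.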
GLS inh – blocks human kidney-isoform glutaminase activity. Potency, µM (highest dose often 45.5 µM), for the others: at the top dose activity change, negative = inhibition, actives largely listed as inhibitors. AID 624170. GLS enzymatic activity, qHTS titration. O94925. 410,000 compounds, 0.21% hits; note: potency is the fitted concentration of half-maximal effect; % is set by controls: 0 for no effect and ±100 for the full control effect
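Coupled fluorescence readout: glutamate oxidase/HRP/Amplex Red detect glutamate formed by hKGA from L-glutamine (1 mM solution added). Buffer 45 mM KH2PO4 pH 8.2, 0.02% Tween-20; reads at t0 and 30 min RT.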
Tb PGK inh – inhibitors of T. brucei phosphoglycerate kinase; 380,000 compounds, 0.043% hits; Potency, µM (top dose mostly 57.5 µM), without a hit: top-dose activity change, negative = inhibition, hits mostly inhibitors; AID 602233; PGK/GAPDH coupled, Kinase-Glo luminescence, 60 min; note: potency is the fitted concentration of half-maximal effect; % is set by controls: 0 for no effect and ±100 for the full control effect; nearly all actives have a fitted effect of over 60% in size
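Recombinant glycosomal PGK reaction used 1,3-bisphosphoglycerate generated in-well by GAPDH (100nM final) in 100mM TEA pH 7.6, 5mM MgCl2, 0.01% Tween-20. After 60 minutes at room temperature, ATP was read by Kinase-Glo Plus luminescence end-point.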
TrxR1 substrate – rat thioredoxin reductase 1 substrate activity; Potency, µM (highest dose often 114 µM), for the others: at the highest dose activity change, negative = substrate turnover; 390,000 compounds, 0.01% hits; AID 588456; purified TrxR1 substrate turnover, NADPH consumption readout; note: potency is the fitted concentration of half-maximal effect; % is set by controls: 0 for no effect and ±100 for the full control effect; nearly all actives have a fitted effect of over 50% in size
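Rat TrxR1, dispensed at 90 nM, was prereduced with 400 uM NADPH (final) for 5 min at ~22 deg C, then incubated with compound 15 min before 400 uM selenite. A first-read NADPH fluorescence drop versus no-compound background flagged substrates.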
HP1b chromo inh – blocks HP1-beta chromodomain binding to methylated histone tails; P83916; AlphaScreen HP1-beta / biotin-H3K9me3 peptide binding; Potency, µM (series often up to 114 µM), without a hit: at the highest dose activity change, negative = inhibition, hits mostly inhibitors; 390,000 compounds, 0.56% hits; AID 540317; note: potency is the fitted concentration of half-maximal effect; nearly all actives have a fitted effect of over 70% in size; inactives centre near 23
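AlphaScreen: HP1-beta (50 nM) preformed 30 min with biotin-H3(1-18)K9me3 peptide (50 nM) in PBS pH 7.4, 0.01% Tween-20. Compound added for 30 min at RT, then streptavidin donor/nickel chelate acceptor beads (10 ug/mL) for 30 min.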
Numbers without * were called inactive; i = inactive; ? = inconclusive; . = no result given; & = joins results of further samples; [ ] = another dose, or the depositor's remark. Unless noted, calls come from the whole dose curve; as a rule, active = well fitted curve in the direction sought with a large enough effect; inconclusive = small, poorly fitted or top-dose-only effect, or another doubt; inactive = no such curve, though single readings can be large; an effect the other way counts as inactive or inconclusive. These rows are one share of the data; the hit share may differ from the screen's.

Molecule	IDH1 R132H inh	PI4K2A block	rTrxR1 inhibitor	Pin1 inhibitor	USP1 inh	GLS inh	Tb PGK inh	TrxR1 substrate	HP1b chromo inh
Cc1cccc(Nc2nc(N)c([N+](=O)[O-])c(N3CCOCC3)n2)c1	10.4%	2.8	-18.8%[57.1 µM]	-6.7%	2.0%	0.0%	0.3%	-5.6%[57.1 µM]	4.7%
CCOc1cc(N2CCOCC2)c(OCC)cc1NC(=O)COC(=O)CCOc1ccc(C)cc1	-4.0%	-1.4	-14.3%	-11.3%	-18.0%	14.8%	1.6%	-3.9%	6.6%
COc1ccc(OCC(O)CN2C(=O)c3ccccc3S2(=O)=O)cc1 (centres undefined)	3.0%	3.4	-0.4%[57.1 µM]	0.0%	-9.8%	-0.7%	i	-6.2%[57.1 µM]	25.1%
O=C(N/C=C/c1ccco1)OCc1ccccc1	-12.6%	-9.1	-26.2%	?	-15.3%	-16.5%	-1.7%	1.0%	35.3%
C[C@@H]1O[C@@H](OC[C@@H]2O[C@H](Oc3c(-c4ccc(O)cc4)oc4cc(O)cc(O)c4c3=O)[C@@H](O)[C@H](O)[C@H]2O)[C@H](O)[C@H](O)[C@H]1O	-3.1%	0.7	4.3%	-1.6%	-9.1%	23.4%	i	-11.5%	21.1%
NS(=O)(=O)c1ccc(CCN2C(=O)/C(=C\c3ccc(Cl)cc3)SC2=S)cc1	0.5%	11.3	-19.0%	29.0%	-3.5%	9.4%	-0.3%	-18.1%	8.5%
COc1ccc(OC)c(-c2cnc(OC(C)(C)C)nc2OC(C)(C)C)c1	0.5%	-1.4	27.9%	?	-14.1%	-0.9%	-1.4%	-8.9%	31.0%
Cc1cc(C)c2c(=O)n3c(nc2c1)C(Cc1ccccc1)NC(=O)c1cccnc1-3 (centres undefined)	5.3%	-0.2	.	.	-19.7%	-0.3%	-3.0%	.	.
CCO[C@@H]1OC(C(=O)NCc2ccccc2)=C[C@H](c2cn(C(C)=O)c3ccccc23)[C@H]1CCCO	-7.0%	-1.2	1.2%[57.1 µM]	-3.5%	-4.5%	5.8%	-9.4%	-7.9%	15.1%
Cc1c(Cl)cccc1NC(=O)CSC(N)=O	-12.3%	3.2	?	6.4%	-9.8%	10.5%	-4.3%	5.9%	94.0%[activator]
CCCC(=O)NCc1cc(-c2nn(C)c(=O)c3ccccc23)ccc1OC	-0.9%	-2.5	10.4%[57.1 µM]	4.9%	-4.6%	6.5%	6.2%	10.3%[57.1 µM]	22.6%
COc1ccc(-c2cn3cccnc3n2)cc1NC(=O)c1ccccc1C(F)(F)F	-2.9%	-1.5	15.1%[57.1 µM]	4.5%	4.9%	1.0%	2.1%	54.4%[activator][57.1 µM]	21.9%[57 µM]
Cn1nnnc1SCC(=O)N1CCN(Cc2ccccc2)CC1	-4.7%	-3.3	-13.2%	-3.4%	-4.6%	-5.7%	-0.2%	-8.6%	26.2%
O=C(Nc1ccccc1O)c1nc(Cl)ccc1Cl	4.3%	2.7	20.4%	-5.0%	-23.0%	15.0%	-6.0%	5.6%	26.8%
CCOCCCn1c(SCC(=O)Nc2cc(C)ccc2C)nc2c(oc3ccccc32)c1=O	-9.4%	-0.2	13.1%	-0.2%	-20.7%	-6.8%	3.1%	-3.2%	25.6%
O=C(NCCc1c[nH]c2ccccc12)Nc1ccccc1	6.6%	-6.1	3.4%	-3.2%	-2.2%	-6.9%	3.8%	-3.4%	2.8%
COc1ccc(CC(=O)NCc2nnc(SCC(=O)N3CCN(c4ccccc4)CC3)n2C)cc1	0.0%	5.5	-2.4%	6.3%	-18.7%	4.2%	i	-1.2%	11.2%
O=C1c2cccnc2C(Nc2ccccc2)N1Cc1ccco1 (centres undefined)	-0.3%	-8.6	?	-14.1%	-6.7%	-2.0%	-0.5%	-5.2%	11.3%
CCSc1sc(CC)cc1C=O	5.5%	0.0	12.3%[57.1 µM]	-0.7%	-4.8%	-10.4%	-4.3%	2.0%[57.1 µM]	42.3%[activator]
OCCC1CN(Cc2ccon2)CCN1Cc1ccc(F)c(F)c1 (centres undefined)	14.2%	7.8	23.8%	-8.9%	-5.2%	-2.8%	i	2.5%	17.3%

4 compounds drawn at random from those above, as already listed:
Molecule	IDH1 R132H inh	PI4K2A block	rTrxR1 inhibitor	Pin1 inhibitor	USP1 inh	GLS inh	Tb PGK inh	TrxR1 substrate	HP1b chromo inh
COc1ccc(CC(=O)NCc2nnc(SCC(=O)N3CCN(c4ccccc4)CC3)n2C)cc1	0.0%	5.5	-2.4%	6.3%	-18.7%	4.2%	i	-1.2%	11.2%
CCCC(=O)NCc1cc(-c2nn(C)c(=O)c3ccccc23)ccc1OC	-0.9%	-2.5	10.4%[57.1 µM]	4.9%	-4.6%	6.5%	6.2%	10.3%[57.1 µM]	22.6%
OCCC1CN(Cc2ccon2)CCN1Cc1ccc(F)c(F)c1 (centres undefined)	14.2%	7.8	23.8%	-8.9%	-5.2%	-2.8%	i	2.5%	17.3%
O=C(Nc1ccccc1O)c1nc(Cl)ccc1Cl	4.3%	2.7	20.4%	-5.0%	-23.0%	15.0%	-6.0%	5.6%	26.8%

Following part.
Molecule	IDH1 R132H inh	PI4K2A block	rTrxR1 inhibitor	Pin1 inhibitor	USP1 inh	GLS inh	Tb PGK inh	TrxR1 substrate	HP1b chromo inh
Cc1cccc(-n2cnc3cc(C(=O)N4CCCCC4)ccc32)c1	2.8%	-3.0	16.0%	-3.5%&1.5%	2.7%	5.1%	-6.4%	-2.4%	12.7%
Cc1ccc2nc(Nc3cccc(C(F)(F)F)c3)c3nnnn3c2c1	-13.5%	-19.5	44.3%[activator]	1.7%	2.8%	2.9%	2.3%	140.2%[activator]	29.9%
CC(=O)N1CCN(c2nc3c(C)ccc(Cl)c3s2)CC1	-0.2%	6.8	18.0%[57.1 µM]	-7.1%	?	0.0%	-2.8%	6.7%[57.1 µM]	-5.6%
Cc1ccccc1NC(=O)C1CCN(S(=O)(=O)c2cccc3nonc23)CC1	0.0%&8.6%	-1.6&-3.7	14.7%&3.1%	12.9%&13.5%	-23.0%&-3.1%	-1.3%&3.3%	-10.5%&-2.5%	2.6%&-5.2%	9.4%&-7.4%
COc1ccccc1N(CC(=O)NCCSCc1ccccc1)S(C)(=O)=O	-7.4%&-3.5%	-0.3&-2.5	7.5%&2.2%	-6.7%&-3.8%	-19.0%&-23.6%	1.9%&-4.6%	-8.9%	-1.6%&-2.3%	30.8%&31.0%
O=C(CSc1nc(-c2ccccc2)c(-c2ccccc2)o1)NC1CCS(=O)(=O)C1 (centres undefined)	5.1%	1.2	29.4%[57.1 µM]	-0.8%	-12.5%	-7.5%	i	-8.2%	27.9%
Cc1cc(OC(=O)N2CCOCC2)cc(C)c1Cl	3.7%	9.9	8.9%[57.1 µM]	0.2%	-12.7%	-7.0%	-1.8%	9.0%[57.1 µM]	70.7%[activator]
O=C(CSc1cccc[n+]1[O-])CSc1cccc[n+]1[O-]	5.6%	2.9	-18.6%	0.6%	-16.8%	1.7%	-2.7%	0.7%	37.0%
O=C(COc1ccc(/C=N/NS(=O)(=O)c2ccccc2)cc1)NCc1ccccc1	0.2%	4.1	-3.4%	-4.7%	-15.9%	15.5%	-11.3%	-7.9%	24.6%
O=c1[nH]c(SCc2c(F)cccc2Cl)nc2c1CCCC2	.	-0.4	20.1%	3.0%	-18.8%	-1.5%	.	3.9%	18.4%
COc1ccc(N2CCN(C(=O)c3cccc(N4C(=O)C5C6C=CC(C6)C5C4=O)c3)CC2)cc1 (centres undefined)	5.0%	-0.1	?	-3.4%	-18.6%	30.3%[activator]	-3.2%	-6.8%	32.2%
Cc1ccc(OCC(=O)N/N=C/c2cccn2C)cc1	-0.9%	10.4	6.1%	5.2%	-2.4%	8.8%	1.4%	-1.8%	-26.9%
O=C(Nc1cccn2ncnc12)c1cccc(C(F)(F)F)c1	0.0%	-1.3	1.9%[57.1 µM]	-2.1%	-20.5%	-3.5%	-3.7%	-1.8%[57.1 µM]	-7.6%
CC(=O)Nc1ccc(S(=O)(=O)N2CCN(c3cc(C)nc4ncnn34)CC2)cc1	-2.3%	-1.9	13.5%[57.1 µM]	-4.7%	0.3%	0.9%	-5.3%	2.7%[57.1 µM]	21.6%
C=CCn1c(N)cc(=O)nc1SC(C)C(=O)Nc1cccc2ccccc12 (centres undefined)	-5.7%	0.2	4.1%	-1.5%	-11.3%	11.1%	-0.7%	0.3%	26.5%
C/C=C/Cn1c(SCc2ccccc2)nc2c1c(=O)[nH]c(=O)n2C	3.4%	-0.1	7.9%	6.5%	-11.9%	-2.8%	-9.2%	6.6%[57.1 µM]	-20.9%
O=C(CN1C(=O)c2cccc3cccc1c23)NCc1ccccn1	6.4%	5.0	6.0%	2.1%	-9.1%	-4.6%	-10.9%	6.1%	27.1%
